CHT PAM – allosteric activators of human choline transporter CHT; CHT-expressing cells, membrane potential dye, choline EC20; stronger effect = higher value; LV-AA mutant CHT in HEK293 cells; 310,000 compounds, 0.49% hits; Q9GZV3; B-score at 10 µM;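 active = initial fluorescence not abnormally high and integrated response B-score, plate-corrected, over 3 SD above library mean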
Target sequence (Q9GZV3 whole entry, looked up): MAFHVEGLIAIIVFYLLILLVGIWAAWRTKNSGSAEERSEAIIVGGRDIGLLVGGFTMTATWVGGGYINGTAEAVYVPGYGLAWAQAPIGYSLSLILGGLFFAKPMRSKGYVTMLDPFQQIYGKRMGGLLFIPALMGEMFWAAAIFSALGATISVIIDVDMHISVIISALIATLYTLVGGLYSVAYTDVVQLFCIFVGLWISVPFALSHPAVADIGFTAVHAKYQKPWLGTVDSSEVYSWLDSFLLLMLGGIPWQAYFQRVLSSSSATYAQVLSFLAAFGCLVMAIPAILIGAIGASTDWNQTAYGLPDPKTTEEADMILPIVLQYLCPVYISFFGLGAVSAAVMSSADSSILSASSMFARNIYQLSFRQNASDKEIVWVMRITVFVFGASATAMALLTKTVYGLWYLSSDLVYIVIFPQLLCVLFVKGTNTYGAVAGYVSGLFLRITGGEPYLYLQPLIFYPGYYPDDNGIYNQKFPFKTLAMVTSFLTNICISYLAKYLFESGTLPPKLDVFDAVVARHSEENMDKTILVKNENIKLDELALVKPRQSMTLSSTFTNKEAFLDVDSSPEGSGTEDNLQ
CHT block – human CHT choline transport inhibition | B-score at 10 µM | Q9GZV3 | CHT-expressing cells, membrane potential dye, choline response; stronger effect = lower value | 310,000 compounds, 0.86% hits;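 active = B-score over 3 SD under the library average, and starting fluorescence ratio not unusually high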;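 also: choline stimulus applied at its EC90 after an EC20 pre-addition; B-score computed on integrated fluorescence ratio after choline addition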
An asterisk follows results filed as active; i = inactive. Outcome played no part in choosing rows, and some 1.5% of all compounds hit somewhere here.

Below each SMILES: CHT PAM	CHT block
- Cn1cc(C(=O)Nc2ccc(C#N)cc2)c2ccccc2c1=O
    i	i
- CCOC(=O)C1=C(C)OC(N)=C(C(=O)OCC)C1c1ccncc1 (stereo not given)
    i	i
- COc1ccccc1OCc1nnc(SCC(=O)N2CCCC2)o1
    i	i
- COC(=O)c1cc(C(=O)c2ccc(C(C)(C)C)cc2)c[nH]1
    i	i
- CCOCC(=O)N1CCc2ccccc21
    i	i
- COc1ccc(NS(=O)(=O)c2ccc(C)c(C(=O)O)c2)cc1
    i	i
- Cc1cccc2sc(NC(=O)C3CCN(C(=O)c4ccco4)CC3)nc12
    i	i
- CN1CCN(NC(=O)c2cc(-c3ccccn3)nc3ccccc23)CC1
    i	i
- CCn1c(Cc2ccccc2)nnc1SCC(=O)Nc1ccccc1F
    i	i
- O=C(O)CN1C(=O)SC(Nc2ccc(C(=O)O)cc2)C1=O (stereo not given)
    i	i
- CC(C)(C)OC(=O)N[C@@H](Cc1ccccc1)C(=O)NCC1CCC(C(=O)N[C@@H](CCC(N)=O)C(=O)O)CC1 (stereo not given in full)
    i	i
- Cc1cc(C)nc(SCCC(=O)Nc2ccccc2Cl)n1
    i	i
- COc1ccc2c(c1)c1ncn(CCN3CCCCC3)c(=O)c1n2C
    i	i
- Cc1cc(C(=O)N/N=C/C=C/c2ccc([N+](=O)[O-])cc2)n[nH]1
    i	i
- C/C=C/c1ccc(OCC(=O)NCc2ccccc2OC)c(OC)c1
    i	i
- CN(C)C(=O)c1cccn(Cc2cccc(C(F)(F)F)c2)c1=O
    i	i
- C(=C\c1ccccn1)/c1ccncc1
    i	i
- O=C1c2cccc3c(N4CCCCC4)ccc(c23)C(=O)N1c1ccccc1O
    i	i
- C/C(=N\NC(=O)Cn1cc([N+](=O)[O-])cn1)c1ccc(O)cc1
    i	i
- CCOc1ccc(C(=O)OCn2nnc3ccccc3c2=O)cc1OC
    i	i

(list continues)
Below each SMILES: CHT PAM	CHT block
- Cc1cccc(Oc2ncc(-c3ccc(Cl)cc3)cn2)c1
    i	i
- Cc1cc(NC(=O)CS(=O)(=O)c2cn(C)c3ccccc23)no1
    i	i
- COc1ccc(CCNC(=O)COC(=O)c2ccc(Br)o2)cc1OC
    i	i
- O=C(CSc1nc2c(sc3ccccc32)c(=O)n1CCCN1CCCC1)NCc1ccco1
    i	i
- Fc1ccc(-c2csc3ncnc(Nc4ccc(N5CCOCC5)cc4)c23)cc1
    i	i
- CN1CCN(S(=O)(=O)c2ccc(N3CCN(c4ccc(O)cc4)CC3)c([N+](=O)[O-])c2)CC1
    i	i
- Cc1ccc(OCc2nnc(SCC(=O)Nc3ccc4c(c3)OCO4)n2C)cc1
    i	i
- Cc1ccc(Oc2nc3ccccn3c(=O)c2/C=C(\C#N)C(=O)NC2CCS(=O)(=O)C2)cc1 (stereo not given)
    i	i
- Cn1ccnc1C(=O)c1ccc(Cl)c(S(=O)(=O)N2CCOCC2)c1
    i	i
- Cc1cccc(NC(=O)CC2SC(=O)N(c3ccccc3)C2=O)c1 (stereo not given)
    i	i
- NS(=O)(=O)c1ccc(S(=O)(=O)N(CCc2ccccc2)Cc2ccccn2)cc1
    i	i
- Cc1ccc(C(=O)NCCN2CCOCC2)cc1
    i	i
- COc1ccc(N2CCN(c3oc(-c4ccco4)nc3C#N)CC2)cc1
    i	i
- CC1(C)CC(=O)c2cc(C(=O)NC3CCSC3=O)c(=O)n(-c3ccccc3)c2C1 (stereo not given)
    i	i
- C=CCOn1c(=O)c(-c2ccc(OCC)cc2)[n+]([O-])c2ccccc21
    i	i
- Cc1ccc(Cn2nnc3c(=O)n(CC(=O)N4CCCCC4)cnc32)cc1
    i	i
- Cc1cc(Nc2ccc(F)cc2F)n2ncnc2n1
    i	i
- CCN(CC)CCN1C(=O)C(=O)/C(=C(/O)c2ccc3c(c2)CC(C)O3)C1c1ccc(OC)cc1 (stereo not given)
    i	i
- O=C(NCCc1nnc2ccc(NCc3ccc(Cl)cc3)nn12)c1ccccc1
    i	i
- Cc1nc(N)nc(Nc2ccc(Cl)cc2)c1Br
    i	i

(cont.)
Below each SMILES: CHT PAM	CHT block
- O=C(Nc1c2c(nn1-c1ccc(Cl)cc1)CS(=O)(=O)C2)c1ccccc1
    i	i
- C=CCn1c(SCC(=O)N2CCOCC2)nc2sc(C)c(C)c2c1=O
    i	i
- CCOC(=O)c1c(NC(=O)C(Sc2ccccc2)c2ccccc2)sc(C(N)=O)c1C (stereo not given)
    i	i
- Cc1nnc(SCC(=O)NC(=O)NCc2ccco2)n1Cc1ccccc1
    i	i
- Cc1ccc(OCC(=O)NCCCNC(=O)c2ccco2)cc1
    i	i
- CC(=O)Nc1ccc(C(=O)NCC(=O)OCc2ccccc2F)cc1
    i	i
- CCC(=O)N1CCC2(CC1)Oc1ccc(F)cc1C(=O)C21CC(c2cccnc2)=NO1 (stereo not given)
    i	i
- O=C(CCNc1cccc(F)c1)c1cc2ccccc2o1
    i	i
- CC(=O)Nc1ccc(CN2CCN(CC=C(C)C)C(CCO)C2)cc1 (stereo not given)
    i	i
- CCC(C)NC(=O)c1cnn2c1NC(c1ccc3c(c1)OCO3)CC2C(F)(F)F (stereo not given)
    i	i
- COc1ccc(CN(C(=O)c2cccs2)C(C(=O)NC2CCCCC2)c2ccc3ncccc3c2)cc1 (stereo not given)
    i	-8.1*
- CC(C)C(=O)Nc1cccc(C(=O)NCc2ccc(S(N)(=O)=O)cc2)c1
    i	i
- Cn1c(C(=O)NCc2cccnc2)cc2sc(Cl)cc21
    i	i
- Cc1ccc(/C=C2\SC(=S)N(C(Cc3ccccc3)C(=O)O)C2=O)cc1 (stereo not given)
    i	i
- CC(OC(=O)c1ccc2c(c1)S(=O)(=O)c1ccccc1C2=O)C(N)=O (stereo not given)
    i	i
- CCCCN(C(=O)c1cc(=O)[nH]c2ccccc12)c1c(N)n(CCCC)c(=O)[nH]c1=O
    i	i
- CCCn1nnnc1NCc1ccc(OC)cc1
    i	i
- O=C(c1cccc(F)c1)N1CCN(C2CCCCC2)CC1
    i	i
- CC(=O)c1ccc(N2CCN(CC(O)COC(c3ccccc3)c3ccccc3)CC2)cc1 (stereo not given)
    i	i
- OCC1(CCOc2ccccc2)CCN(Cc2ccc3cccc(F)c3n2)CC1
    i	i

Next section.
Below each SMILES: CHT PAM	CHT block
- O=C(COC(=O)c1nc(Cl)ccc1Cl)NCc1ccccc1
    i	i
- O=C(CCN1C(=O)/C(=C/C=C/c2ccccc2)SC1=S)Nc1cccnc1
    i	i
- COc1ccccc1C(=O)N1CCN(C(=O)COc2cccc(C)c2)CC1
    i	i
- O=C(CCCn1ncn2c(cc3occc32)c1=O)N1CCc2ccccc2C1
    i	i
- Fc1ccc(/C=N\Nc2cccc(F)c2)cc1
    i	i
- COc1ccc(N=N/C(=C\O)C(=O)c2cccs2)cc1
    i	i
- O=c1c2c3c(sc2nc2n1CCCCC2)CCC3
    i	i
- Clc1ccc(Nc2ccc(Cl)nn2)cc1
    i	i
- CC(=O)N1CCOc2ccc(S(=O)(=O)N(C)c3cccc(C)c3)cc21
    i	i
- c1ccc(-c2ccc(-c3nc(-c4ccccn4)no3)cc2)cc1
    i	i
- CCC(Oc1ccccc1)C(=O)N1CC(C)CC(C)C1 (stereo not given)
    i	i
- CC(=O)Oc1ccccc1-c1nc(/C=C/c2ccccc2)no1
    i	i
- O=C(CCC(=O)OCC(=O)c1cccc([N+](=O)[O-])c1)NC1CCCCC1
    i	i
- Nc1ccc(SC(F)(F)F)cc1C(=O)c1ccccc1
    i	i
- COc1cc(C2C(C#N)=C(N)N(N(C)C)C3=C2C(=O)CCC3)cc(OC)c1OC (stereo not given)
    i	i
- O=c1cc(CSc2nnc(COc3ccccc3)o2)c2ccccc2[nH]1
    i	i
- CCOc1ccc(NC(=O)CN(C)C(=O)Cn2cnc3c2c(=O)n(C)c(=O)n3C)cc1OCC
    i	i
- CCCc1nn2c(=O)c(C(c3ccc(C)cc3)c3c(O)nc4sc(CCC)nn4c3=O)c(O)nc2s1
    i	i
- N[C@@H]1CONC1=O
    i	i
- COCCOC(=O)c1c(C)oc2ccc(OC(=O)c3ccc4c(c3)OCO4)cc12
    i	i

Next section:
Below each SMILES: CHT PAM	CHT block
- CCOC(=O)c1nnn2c3ccccc3c(=O)n(C)c12
    i	i
- CN(Cc1nc2ccccc2n1C)C(=O)c1cccs1
    i	i
- CCOC(=O)N1CCC(N2Cc3cccc(C(=O)Nc4cccc(F)c4)c3C2=O)CC1
    i	i
- CCNC(=S)N(CCN(C)C)Cc1cc2cc3c(cc2[nH]c1=O)OCO3
    i	i
- O=C1CCC(C(=O)N2CCSCC2)CN1CCc1cccc(F)c1 (stereo not given)
    i	i
- CC(=O)c1ccc2noc(-c3ccc(F)cc3)c2c1
    i	i
- Cc1cccc(C(=O)c2c(N)sc3c2CCC(C)C3)c1 (stereo not given)
    i	i
- Cc1nn2c(-c3cccc(NC(=O)CSc4nc5ccccc5o4)c3)nnc2c2ccccc12
    i	i
- O=c1c2c3c(sc2nc2n1N=C(c1cccs1)CS2)CCCC3
    i	i
- CCOC(=O)Nc1cc2c(cc1C(C)=O)OCO2
    i	i
- NC(=O)Cn1c(=O)oc2ccccc21
    i	i
- COc1c2c(cc3ccc(=O)oc13)CCO2
    i	i
- CCOC(=O)Cn1nc(C)n(-c2ccc(F)cc2)c1=O
    i	i
- COc1cnc(-c2ccccn2)nc1Oc1cccc(Cl)c1
    i	i
- COC(=O)NNC(=S)Nc1ccc(Br)cc1
    i	i
- COCCCNc1nc2ccccc2nc1NS(=O)(=O)c1ccc(Cl)cc1
    i	i
- CCOc1ccc(NS(=O)(=O)c2ccc(C(=O)N3CCCC(C)C3)cc2)cc1 (stereo not given)
    i	i
- O=C(NNc1cccc(Cl)n1)Nc1ccccc1F
    i	i
- CCC1CCCCN1CCCNC(=O)c1cc2c(=O)[nH]c3ccccc3c2n1C (stereo not given)
    i	i
- Cc1ccc(N=Cc2c(O)cc(C)oc2=O)c(C)c1
    i	i

Ordered by SMILES length (low to high): 3 of the compounds above.
Below each SMILES: CHT PAM	CHT block
- Cc1cccc2sc(NC(=O)C3CCN(C(=O)c4ccco4)CC3)nc12
    i	i
- O=C(CCN1C(=O)/C(=C/C=C/c2ccccc2)SC1=S)Nc1cccnc1
    i	i
- CCC(C)NC(=O)c1cnn2c1NC(c1ccc3c(c1)OCO3)CC2C(F)(F)F (stereo not given)
    i	i

Continuation.
Below each SMILES: CHT PAM	CHT block
- FC(F)(F)c1ccc(Oc2ccccc2Cl)nc1
    i	i
- CN1C(=O)C(O)(C2COC(C)(C)CC2=O)c2cc(Br)ccc21 (stereo not given)
    6.8*	i
- COc1ccc(OC)c(N2C(=O)[C@@H]3C(c4ccccc4Cl)=NO[C@@H]3C2=O)c1
    i	i
- O=C(c1ccc2c(=O)n3c(nc2c1)CCC3)N1CCN(S(=O)(=O)c2cccc(F)c2)CC1
    i	i
- CCCC1OC23CCCCC2C(C#N)(C(=N)O3)C1(C#N)C#N (stereo not given)
    i	i
- O=C(OCc1nnc(-c2ccccc2)o1)c1ccc2c(c1)OCO2
    i	i
- Cc1ccc(CNC(=O)CCS(=O)(=O)c2ccc(Br)s2)o1
    i	i
- Cc1ccc(C2C(C#N)=C(N)Oc3c2oc(CO)cc3=O)o1 (stereo not given)
    i	i
- O=C(Nc1ccccc1O)c1c(O)c2c([nH]c1=O)CCCC2
    i	i
- CC(=O)Nc1ccc(NC(=O)CCSCCc2ccccn2)cc1
    i	i
- Fc1cccc(CSc2ccc3nnc(-c4cccnc4)n3n2)c1
    i	i
- CC(=O)Nc1cccc(NC(=O)CSc2ncc(C(=O)Nc3ccc(F)cc3)c(=O)n2C)c1
    i	i
- CCc1cc(-c2n[nH]c(=S)n2-c2cccc(C)c2)cs1
    i	i
- CSCCC(NC(=O)c1ccccc1)C(=O)NCc1ccco1 (stereo not given)
    i	i
- COc1cc(CSc2nnnn2-c2ccc(C)cc2)cc(OC)c1OC
    i	i
- COc1ccc(NC(=O)C2CC(=O)NC(Nc3cccc(C)c3)=N2)cc1 (stereo not given)
    i	i
- COc1ccc(N(CC(O)Cn2c(C)nc3ccccc32)S(=O)(=O)c2ccccc2)cc1 (stereo not given)
    i	i
- CCc1ccccc1NC(=O)c1ccc(CN2CCC(Cc3ccccc3)CC2)cc1
    i	-9.6*
- O=C(c1ccc2c(c1)OCO2)C1CCCN(Cc2ccc(OC(F)F)cc2)C1 (stereo not given)
    i	i
- c1ccc(-c2csc3ncnc(NCCN4CCOCC4)c23)cc1
    i	i

Next part; the last 3 above are carried over.
Below each SMILES: CHT PAM	CHT block
- CCc1ccccc1NC(=O)c1ccc(CN2CCC(Cc3ccccc3)CC2)cc1
    i	-9.6*
- O=C(c1ccc2c(c1)OCO2)C1CCCN(Cc2ccc(OC(F)F)cc2)C1 (stereo not given)
    i	i
- c1ccc(-c2csc3ncnc(NCCN4CCOCC4)c23)cc1
    i	i
- CC(=O)c1ccc(NC(=S)N2c3ccccc3CC2C)cc1 (stereo not given)
    i	i
- CC1=CC(C)(C)N2C(=O)C3(C(C#N)=C(N)Oc4cc(C)oc(=O)c43)c3cc(C)cc1c32 (stereo not given)
    i	i
- COc1ccc(/C=C/C(=O)NCCOc2ccc(C)cc2)cc1
    i	i
- O=C(Nc1ccc(S(=O)(=O)NCc2ccco2)cc1)c1ccc(F)cc1
    i	i
- Cc1cc(C)n2cc(CSc3ccc(Br)cc3)nc2n1
    i	i
- CCn1cc(C(=O)O)c(=O)c2cc(F)c(N3CCN(C(=S)NC(=O)c4cccc(C)c4)CC3)cc21
    i	i
- Cc1cc(Oc2ccc(-c3ccccc3)cc2)nc(N2CCOCC2)n1
    i	i
- COc1ccc(N2CCN(Cc3oc(CO)cc(=O)c3O)CC2)cc1
    i	i
- Cc1ccc(-c2nc(SCC(=O)NCCN3C(=O)CSC3=O)[nH]c2-c2ccc(C)cc2)cc1
    i	i
